Screening data as filed in PubChem.
Growth percent in the NCI-60 one-dose screen (48 h, 10 µM unless noted): 100 = growth as untreated, 0 = no growth, -100 = all killed.
SK-OV-3: SK-OV-3 ovarian cancer cells; 3.2% of 80,000 active
NCI-H522: NCI-H522 lung cancer; 8% of 78,000 active; AID 1794739
NCI-H460: NCI-H460 lung cancer; 6.8% of 82,000 active
NCI/ADR-RES: NCI/ADR-RES ovarian cells | 4.4% of 81,000 active
NCI-H23: NCI-H23 lung cancer. 4% of 80,000 active. AID 1794731
COLO 205: COLO 205 colon cancer. 7.3% of 79,000 active. AID 1794742
IGROV1: IGROV1 ovarian cancer | 4.7% of 79,000 active | AID 1794786
NCI-H322M: NCI-H322M lung cancer; 2.7% of 80,000 active
NCI-H226: NCI-H226 lung cancer | 3.5% of 79,000 active
Starred values were filed as active, the others as inactive; / = no result given; & = joins results of further samples; [ ] = another dose, or the depositor's remark. The calls were made as follows: active = growth percent below 10; inactive = the rest.

SMILES | SK-OV-3 | NCI-H522 | NCI-H460 | NCI/ADR-RES | NCI-H23 | COLO 205 | IGROV1 | NCI-H322M | NCI-H226
C=C(C)[C@@H]1CC[C@]2(C(=O)NCCCN(CCC#N)CCC#N)CC[C@]3(C)[C@H](CC[C@@H]4[C@@]5(C)CCC(=O)C(C)(C)[C@@H]5CC[C@]43C)[C@@H]12 | 104&93 | 92&93 | 101&104 | 102&103 | 94&109 | 109&111 | 112&102 | 103&104 | 94&102
O=C(C1CCCCC1)[C@H]1[C@]2(C(=O)NC3CCCCC32)[C@@H]2CCCN2[C@@]12C(=O)NC1CCCCC12 (some centres undefined) | 89[20 µM] | 84[20 µM] | 98[20 µM] | 98[20 µM] | 92[20 µM] | 111[20 µM] | 101[20 µM] | 98[20 µM] | 95[20 µM]
CCn1cc(C(=O)O)c(=O)c2cc(F)c(N3CCN(CC(=O)Nc4ccc(OC)cc4)C(C)C3)c(F)c21 (centres undefined) | 102 | 93 | 101 | 103 | 99 | 112 | 104 | 95 | 101
COc1cc2c(cc1OC)C(Sc1ccc(SC)cc1)c1c(nc(N)c(C#N)c1N)O2 (centres undefined) | -85* | -93* | -79* | -23* | -56* | -79* | -69* | -87* | -66*
C=CCOC1=CC(=O)c2ccccc2C1=O | 109 | 74 | 105 | 60 | 51 | 110 | 85 | 92 | 100
C(CCSC1=NCCN1)CCSC1=NCCN1 | 104 | 98 | 105 | 102 | 96 | 144 | 110 | 107 | 104
CCCCC(CC#N)(CCC)CCC | 95 | 97 | 109 | 98 | 105 | 106 | 102 | 96 | 109
COc1ccc2[nH]c(=O)cc(-n3nc(C)c(C#N)c3N)c2c1 | 108 | 94 | 110 | 106 | 99 | 118 | 95 | 102 | 92
COc1ncc(-c2ccc3nc(N)n(-c4ccccc4C(F)(F)F)c(=O)c3c2)cc1S(=O)(=O)Nc1ccc(F)cc1F | 72 | 47 | 28 | 25 | 31 | -66* | 8.2* | -12* | 89
CCOC(=O)Nc1ccc(N=Nc2ccccc2)cc1 | 86 | 73 | 21 | 65 | 83 | 121 | 74 | 57 | 91
Cc1cc(=O)n2n1-c1ccc(Br)cc1N=C(OCCCCl)C2 | 104 | 82 | 105 | 100 | 97 | 104 | 105 | / | 103
Cl.Fc1c[c-]c(-c2ccccn2)c(F)c1.[Pt].c1ccc([PH+](C[PH+](c2ccccc2)c2ccccc2)c2ccccc2)cc1 | / | -60* | -64* | -39* | -78* | / | -76* | -98* | -66*
COc1cc(CNC(=O)CCCC/C=C/C(C)C)ccc1OCc1cn(-c2ccccc2OC)nn1 | 100 | 64 | 104 | 95 | 96 | 117 | 105 | 92 | 80
Cc1cc(C)cc(NC(=O)CSc2nnc(-c3ccc(NC(=O)c4cccnc4)cc3)n2N)c1 | 106 | 95 | 104 | 100 | 107 | 113 | 115 | 103 | 103
CCSc1nnc(-c2ccc3ccccc3c2O)n1-c1ccc(Cl)cc1 | 59 | 33 | 22 | 34 | 52 | 103 | 52 | 64 | 62
COc1cc(-c2c3c(c(Br)n2Cc2ccccc2)-c2nc(N)sc2CC3)cc(OC)c1OC | 107 | 38 | 94 | 87 | 98 | 108 | 110 | 78 | /
O=C(c1ccncc1)N1N=C(c2ccc(Cl)cc2)CC1c1c[nH]c2ccccc12 (centres undefined) | 84 | 81 | 97 | 97 | 86 | 98 | 79 | 96 | 83
CC/C(=C(/c1ccc(Cl)cc1)c1ccc(OCCN2CCCCC2)cc1)c1ccccc1 | 111 | 88 | 62 | 91 | 78 | 47 | 97 | 106 | 93
CCc1ccccc1-n1c(N)c(C#N)c(-c2ccccc2Cl)c(C#N)c1=O | 101 | 97 | 112 | 101 | 95 | 114 | 93 | 105 | 99
O=C/C=C/C1CC=CCC1 (centres undefined) | 89 | 83 | 104 | 95 | 98 | 106 | 99 | 92 | 82
CCn1cc(C2=C(c3c[nH]c4ccccc34)C(=O)N(O)C2=O)c2cc(Br)ccc21 | 90 | 77 | 90 | 102 | 91 | 112 | 90 | 100 | 96
CC(/C=C/C=C(\C)[C@H](O)[C@H](C)C(=O)O[C@H]1C[C@H](C)C=C2C=C[C@@]3(C)O[C@@H](O)CC(=O)[C@]3(C)[C@H]21)=C\C=C\C(=O)O | 2.7* | -12* | 2.9* | 54 | -6.3* | -56* | 5.5* | 4.6* | -3.3*
O=C1c2ccccc2C(=O)c2c1oc1c2c(=O)[nH]c2ccccc21 | 104 | 55 | 68 | 41 | 66 | 109 | 55 | 89 | 78
CC(=O)Nc1nc(C)c(-c2n[nH]c(=S)n2C)s1 | 111 | 102 | 108 | 104 | 98 | 120 | 115 | / | 100
CCN(CC)CCC(O)(Cc1ccccc1)C(C(=O)O)c1ccccc1 (centres undefined) | 110 | 99 | 105 | 101 | 101 | 102 | 106 | 109 | 102

Just NCI/ADR-RES and NCI-H226 (2 entries from above):
SMILES,NCI/ADR-RES,NCI-H226
C=CCOC1=CC(=O)c2ccccc2C1=O,60,100
Cc1cc(C)cc(NC(=O)CSc2nnc(-c3ccc(NC(=O)c4cccnc4)cc3)n2N)c1,100,103

Continued:
SMILES | SK-OV-3 | NCI-H522 | NCI-H460 | NCI/ADR-RES | NCI-H23 | COLO 205 | IGROV1 | NCI-H322M | NCI-H226
O=C(CCl)OCCCCCOC(=O)CCl | 114 | 100 | 104 | 112 | 97 | 110 | 108 | 111 | 105
O=C(Nc1ccncc1)C(=O)c1cn(S(=O)(=O)c2cccc(F)c2)c2ccccc12 | 94 | -12* | 65 | -11* | 34 | 106 | 41 | 101 | 76
S=C(NCCc1ccccc1)Nc1ncccn1 | 107 | / | 113 | 122 | / | 109 | / | / | 93
Cc1ccc(-n2nnnc2-c2cccnc2)cc1 | 107 | 112 | 106 | 92 | 118 | 129 | 135 | 119 | 102
CC(C)Cc1csc(=S)[nH]1 | 121 | 97 | 115 | 104 | 104 | 106 | 113 | 117 | 105
CCCCCCNC(=O)Oc1ccc(/C(=C(/C)Cc2ccc(OC)cc2)c2ccc(OCCN3CCCCCC3)cc2)cc1 | 87 | 92 | 92 | 94 | 90 | 88 | 105 | 94 | 94
CC(=O)C1CC(CC(=O)O)C1(C)C (centres undefined) | 94&100 | 94&89 | 107&103 | 101&103 | 101&95 | 108&115 | 105&110 | 98&120 | 99&104
CCC/C(C)=N/Nc1ccc([N+](=O)[O-])cc1[N+](=O)[O-] | 98 | 38 | 100 | 111 | 106 | 104 | 93 | 87 | 93
CC(=O)c1nnn(-c2nonc2-c2noc(C)n2)c1C | 115 | 108 | 109 | 103 | 101 | 113 | 115 | / | /
COc1ccc(-c2nc(SC(C)C)nc(Nc3ccc(/C(C)=N\NC(N)=S)cc3)c2C#N)cc1 | 136 | 97 | 113 | 107 | / | 117 | 104 | 109 | 104
O=C(Cn1cc(CN2CCN(c3ccnc4cc(Cl)ccc34)CC2)nn1)Nc1cccc([N+](=O)[O-])c1 | 76 | 72 | 98 | 100 | 99 | 101 | -95* | 92 | 86
Cc1ccc(-c2cc(-c3ccc(C)cc3)nc(N3CCN(CCNc4ccnc5cc(Cl)ccc45)CC3)n2)cc1 | / | 60 | 6.8* | 6.5* | 42 | 11 | 5.1* | 56 | 18
Nc1c(C(=O)NCc2ccccc2)sc2nc3c(cc12)C(=O)CCC3 | 112 | 110 | 101 | 100 | 107 | 133 | 125 | 123 | 106
COc1cc(-c2c(C#N)c(N)n(-c3cc(C)ccn3)c(=O)c2C#N)cc(OC)c1OC | 77 | 65 | 106 | 107 | 89 | 111 | 107 | 98 | 90
COc1ccc(-c2cc(-c3cc(C(=O)c4ccc(Br)cc4)n4cc(C)cc(C)c34)nc(N)c2C#N)cc1OC | 105 | 95 | 103 | 102 | 92 | 120 | 110 | 90 | 98
C=C(C)[C@@H]1CC[C@]2(C(=O)N3CCN(C)CC3)CC[C@]3(C)[C@H](CC[C@@H]4[C@@]5(C)C/C(=C/O)C(=O)C(C)(C)[C@@H]5CC[C@]43C)[C@@H]12 | 115 | 96 | 110 | 110 | 110 | 120 | 102 | 103 | 105
COc1ccc(CNNC(=O)C2CCCCC2)c(OC)c1OC | 111 | 100 | 105 | 101 | 102 | 128 | 108 | 105 | 98
Cc1ccc2nc(NC(=O)CSC(=S)N3CCN(c4ccccc4)CC3)sc2c1 | 111 | -82* | 112 | 88 | 84 | 116 | -4.1* | 93 | /
CNC(=O)c1cc(-n2ccc3cc(NC(=O)c4cc(C(F)(F)F)cc(C(F)(F)F)c4)ccc32)ccn1 | 107 | 86 | 99 | 103 | 100 | 102 | 110 | 101 | 102
CC(=O)c1cc(C(=O)c2ccccc2)n2c(C)cccc12 | 106 | 83 | 110 | 90 | 99 | 130 | 93 | 106 | 117
COc1cc(/C=C/C(=O)NCC(=O)NN=C(C)C)cc(OC)c1OC | 109 | 103 | 103 | 100 | 99 | 109 | 115 | 127 | 99
COc1ccc(C/C(C)=C(\c2ccccc2)c2ccc(OCCN)cc2)cc1 | 112 | 97 | 112 | 102 | 98 | 120 | 104 | 98 | 99
CCCN(C(C)=O)c1ccccc1 | 104 | 105 | 119 | 111 | 107 | 110 | 112 | 113 | 107
COC(=O)C1=Nc2ccc(F)cc2/C1=C\c1sc(Nc2ccc(O)cc2)nc1O | 102 | 47 | 102 | 95 | 73 | 101 | 69 | 97 | 78
O=C(NC1c2ccccc2Oc2ccccc21)OCCCl | 104 | / | 103 | 102 | 102 | 118 | 92 | 87 | 97
The results go on:
SMILES | SK-OV-3 | NCI-H522 | NCI-H460 | NCI/ADR-RES | NCI-H23 | COLO 205 | IGROV1 | NCI-H322M | NCI-H226
COc1cc(/C=C/C(=O)CC(=O)/C=C/c2cc(Br)c(O)c(OC)c2)cc(Br)c1O | 97 | 53 | 111 | 106 | 93 | / | 104 | 96 | /
COc1ccc(-c2nc(SCC(C)C)nc(N/N=C\c3ccc(F)cc3)c2C#N)cc1 | 112 | 107 | 26 | 84 | 97 | 95 | 80 | 68 | 81
CCCNC(=O)Oc1ccc(/C(=C(/C)Cc2ccc(OC)cc2)c2ccc(OCCN3CCCC3)cc2)cc1 | 81 | 72 | / | 76 | 84 | 10 | 82 | 86 | 91
COc1ccc2cc(-c3nc4nonc4[nH]c3=O)ccc2c1 | 95 | 94 | 102 | 112 | 104 | 114 | 106 | 112 | 100
COc1ccc(-c2ccc(=O)oc2C#Cc2cc(OC)c(OC)c(OC)c2)cc1O | 31 | 4.5* | -4.6* | 16 | 44 | 47 | 29 | 31 | 52
COc1ccc(CCNC=O)cc1OC | 114 | 131 | 102 | 97 | 101 | 96 | 94 | 96 | 89
CC(=O)c1cc2c(N)c(C(=O)Nc3cccc4ncccc34)sc2nc1C | 68 | 61 | 81 | 100 | 63 | 101 | 88 | 80 | 74
N#C/C(=C\c1ccc(Cl)cc1)c1cc2ccccc2[nH]1 | 88 | 87 | 88 | 98 | 89 | 103 | 89 | 97 | 91
COc1ccc(C2CC(c3ccc(OC)c(OC)c3)=NN2C(=O)c2cc(OC)c(OC)c(OC)c2)cc1 (centres undefined) | 30 | -36* | 6.1* | 13 | 47 | 8.0* | 31 | 38 | 52
CCCCCCCSc1ccc(C(=O)Nc2ccc(C)cc2C(=O)O)cc1 | 87 | 47 | 61 | 60 | 55 | 118 | 63 | 59 | 75
CCOC(=O)c1c(C)oc2ncnc(Nc3ccc(OCc4cccc(C)c4)cc3)c12 | 97 | 81 | 95 | 97 | 95 | 100 | / | 94 | 101
CCCCCCCCOC(=O)c1ccccc1C(=O)O | 112 | 116 | 114 | 113 | 105 | 123 | 115 | 130 | 114
Cc1ccc(-c2cc(-c3ccc(F)cc3)[nH]c(=O)c2C#N)s1 | 110 | 92 | 88 | 92 | 90 | 113 | 91 | 93 | 79
Cc1ccc(N)cn1 | 119 | 99 | 112 | 104 | 97 | 116 | 102 | 95 | 96
COc1ccc(/C=C2/Sc3c(F)cccc3C2=O)cc1 | 61 | 81 | 34 | 81 | 82 | 112 | 94 | 64 | 85
Nc1ccc(-c2cccc(Oc3ccc4nnc(Cl)n4n3)c2)cc1 | 102 | 99 | 104 | 96 | 94 | 125 | 98 | 99 | 95
O=C(NCCCCCCNC(=O)OCc1ccccc1)OCc1ccccc1 | 104 | 95 | 118 | 106 | 99 | 98 | 109 | 110 | 104
CN(C)c1nc(N(C)C)nc(N(C)C)n1 | 103 | 89 | 109 | 104 | 101 | 101 | 102 | 95 | 99
CC(=O)COc1ccc(/C=C2\CCC/C(=C\c3ccc(OCC(C)=O)c(Br)c3)C2=O)cc1Br | / | 87 | 101 | / | / | 112 | 104 | 104 | 97
CSc1ccc(/C=N/Nc2n[nH]c(=S)n2N)cc1 | 103 | 100 | 107 | 101 | 93 | 99 | 97 | 94 | 98

Part of the list above in order of molar mass, descending:
SMILES | SK-OV-3 | NCI-H522 | NCI-H460 | NCI/ADR-RES | NCI-H23 | COLO 205 | IGROV1 | NCI-H322M | NCI-H226
COc1ccc(C2CC(c3ccc(OC)c(OC)c3)=NN2C(=O)c2cc(OC)c(OC)c(OC)c2)cc1 (centres undefined) | 30 | -36* | 6.1* | 13 | 47 | 8.0* | 31 | 38 | 52
Nc1ccc(-c2cccc(Oc3ccc4nnc(Cl)n4n3)c2)cc1 | 102 | 99 | 104 | 96 | 94 | 125 | 98 | 99 | 95
Cc1ccc(-c2cc(-c3ccc(F)cc3)[nH]c(=O)c2C#N)s1 | 110 | 92 | 88 | 92 | 90 | 113 | 91 | 93 | 79

Copied from the list:
Reading for COc1ccc(CCNC=O)cc1OC in NCI-H23: 101
Reading for COc1ccc(-c2nc(SCC(C)C)nc(N/N=C\c3ccc(F)cc3)c2C#N)cc1 in SK-OV-3: 112
Reading for Cc1ccc(-c2cc(-c3ccc(F)cc3)[nH]c(=O)c2C#N)s1 in NCI/ADR-RES: 92
Reading for Nc1ccc(-c2cccc(Oc3ccc4nnc(Cl)n4n3)c2)cc1 in NCI-H322M: 99
Reading for COc1ccc(C2CC(c3ccc(OC)c(OC)c3)=NN2C(=O)c2cc(OC)c(OC)c(OC)c2)cc1 (centres undefined) in NCI-H226: 52
Reading for CC(=O)COc1ccc(/C=C2\CCC/C(=C\c3ccc(OCC(C)=O)c(Br)c3)C2=O)cc1Br in COLO 205: 112
Reading for COc1ccc2cc(-c3nc4nonc4[nH]c3=O)ccc2c1 in IGROV1: 106
